From PubChem BioAssay
M5 antag = blocks acetylcholine activation of human M5 receptor | P08912 | AID 624040 | CHO-hM5 cells, Fluo-8 calcium fluorescence, ACh EC80 | inhibition, % at 3 µM | 0.59% of 360,000 active;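 active = inhibition above a per-plate cutoff, the mean of that plate's test compounds plus 3 SD, cut at about 27% in these data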;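 also: 0% = acetylcholine EC80 with DMSO and 100% = DMSO without agonist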
Target sequence (P08912 whole entry, looked up): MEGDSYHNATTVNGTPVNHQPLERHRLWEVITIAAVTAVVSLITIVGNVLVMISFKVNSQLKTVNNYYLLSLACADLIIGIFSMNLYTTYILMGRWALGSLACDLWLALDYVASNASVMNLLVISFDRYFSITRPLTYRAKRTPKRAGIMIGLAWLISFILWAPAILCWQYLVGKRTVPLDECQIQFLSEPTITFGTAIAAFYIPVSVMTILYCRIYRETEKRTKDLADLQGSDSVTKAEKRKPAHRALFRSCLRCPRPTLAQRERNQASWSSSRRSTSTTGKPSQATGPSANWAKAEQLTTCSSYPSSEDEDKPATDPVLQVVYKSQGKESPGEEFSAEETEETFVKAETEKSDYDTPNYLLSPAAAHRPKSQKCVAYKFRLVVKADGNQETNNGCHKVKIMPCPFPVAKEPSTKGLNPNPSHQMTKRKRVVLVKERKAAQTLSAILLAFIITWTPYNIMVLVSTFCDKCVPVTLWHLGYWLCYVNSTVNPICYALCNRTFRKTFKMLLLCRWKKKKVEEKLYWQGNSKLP
CHRM1 PAM = human CHRM1 positive allosteric modulation | P11229 | CHO-K1 hM1, Fluo-8 calcium fluorescence, ACh EC20; 0% = ACh EC20, 100% = maximal ACh | activation, % at 3 µM | 0.088% of 360,000 active; in the data active = activation above about 19%, passing the limit was not always enough
M4 ag = CHRM4 agonism in calcium assay; CHO-K1 hM4/Gqi5, Fluo-8 calcium fluorescence; vehicle 0%, full acetylcholine response 100%; 0.14% of 360,000 active; AID 624127; P08173; activation, % at 3 µM;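 active = activation above the run mean over all test wells plus 3 SD, cut at about 32% in these data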;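 also: peak over basal fluorescence ratio per well then scaled between controls; 0% = DMSO wells and 100% = acetylcholine at EC100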
Target sequence (P08173 whole entry, looked up): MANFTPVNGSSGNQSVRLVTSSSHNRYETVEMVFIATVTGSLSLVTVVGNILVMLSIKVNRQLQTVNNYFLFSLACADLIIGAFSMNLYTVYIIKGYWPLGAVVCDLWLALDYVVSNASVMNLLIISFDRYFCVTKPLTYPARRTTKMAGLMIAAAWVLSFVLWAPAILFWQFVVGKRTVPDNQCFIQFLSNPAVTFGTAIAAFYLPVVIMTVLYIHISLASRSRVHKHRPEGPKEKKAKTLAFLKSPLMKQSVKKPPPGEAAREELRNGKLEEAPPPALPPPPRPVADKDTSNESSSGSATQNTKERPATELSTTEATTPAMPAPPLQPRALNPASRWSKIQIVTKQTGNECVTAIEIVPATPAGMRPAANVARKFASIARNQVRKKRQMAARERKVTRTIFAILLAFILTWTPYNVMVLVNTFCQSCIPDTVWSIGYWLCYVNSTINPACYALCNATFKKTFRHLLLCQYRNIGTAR
M5 PAM = CHRM5 positive allosteric modulation. P08912. CHO-K1 hM5, Fluo-8 calcium, ACh EC20 PAM; 0% = ACh EC20, 100% = ACh EC100. activation, % at 3 µM. 0.3% of 360,000 active;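 active = activation above the run cutoff, the mean activation of all test compounds plus 3 SD, cut at about 18% in these data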
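System: CHO-K1 hM5 cells. Reagent: acetylcholine, EC20 level. Compound dosing: single dose, 3 µM nominal final test concentration. Timing: Post-acetylcholine fluorescence recording 140 s. Detection: Fluo-8 calcium fluorescence. Read-out: % activation, ACh-normalized. Benchmarks: ACh EC20 and EC100 wells. Repeats: singlicate, one well per test compound.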
M4 antag = blocks acetylcholine activation of human M4 receptor | CHO-hM4 cells, ACh EC80, Fluo-8 calcium fluorescence | inhibition, % at 3 µM | 0.73% of 360,000 active | AID 624125;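 active = inhibition above its plate's cutoff, the mean inhibition of sample wells plus 3 SD, cut at about 27% in these data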;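 also: 0% = acetylcholine EC80 with DMSO and 100% = DMSO without agonist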
CHRM5 agonist = CHRM5 agonism in calcium assay | P08912 | CHO-K1 hM5 cells, Fluo-8 calcium fluorescence; 0% DMSO wells, 100% maximal acetylcholine response | activation, % at 3 µM | AID 624037 | 0.19% of 360,000 active;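 active = activation above the run's mean over test compounds plus 3 SD, cut at about 23% in these data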;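 also: signal is peak over basal fluorescence ratio across the kinetic read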
CRFBP-R2 agonist = agonists of human CRF-binding protein/CRF-R2 receptor complex | HEK293 CRF-R2/CRF-BP, calcium dye fluorescence (FLIPR); percent of saturating CRF peptide response | activation, % at 13.2 µM | 0.46% of 350,000 active | AID 588473;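 active = activation of at least 50%, plus an integration ratio under a set limit after plate pattern correction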;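 also: plate controls were neutral control wells without compound for no effect and CRF at EC100 for full effect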
CHRM4 PAM = potentiates acetylcholine response at human M4 receptor; P08173; CHO-K1 hM4/Gqi5, Fluo-8 calcium fluorescence, ACh EC20; 0% = ACh EC20, 100% = maximal ACh; activation, % at 3 µM; 0.4% of 360,000 active;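 active = activation above its plate's cutoff, the mean activation of sample wells plus 3 SD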; also: some results filed as inactive read as strong as hits
CRFR2-BP antag = blocks CRF-induced signaling of the CRF-BP/CRF-R2 complex; HEK293 CRF-R2/CRF-BP, CRF-induced calcium fluorescence; inhibition, % at 11.8 µM; 0.59% of 350,000 active;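 active = inhibition of the ligand-induced calcium signal above about 50% at the single tested concentration, limit read from the data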
Active calls of the source: *.

nr | compound | M5 antag | CHRM1 PAM | M4 ag | M5 PAM | M4 antag | CHRM5 agonist | CRFBP-R2 agonist | CHRM4 PAM | CRFR2-BP antag
1 | COc1ccccc1C(=O)NC(=O)COC(=O)Cc1n[nH]c(=O)c2ccccc12 | -3 | 15 | 1 | 3 | -10 | 5 | 1.4 | 14 | 8
2 | COc1ccc(NC(=O)C2CC2)cc1NS(=O)(=O)c1ccc(F)cc1 | 3 | 5 | 0 | -5 | -4 | 0 | -1.5 | 0 | 1
3 | O=[N+]([O-])c1ccc(-c2cn3nc(-c4ccccc4)c(-c4ccccc4)nc3n2)cc1 | 12 | 12 | 0 | -1 | 3 | 1 | 66* | -4 | -48
4 | COc1cc(-c2nc(-c3ccc(NC(=O)c4ccc5c(c4)OCO5)cc3)no2)cc(OC)c1OC | 5 | 6 | 1 | 2 | 5 | -4 | 6.2 | -1 | -9
5 | Cc1cc(C)cc(N(CCC#N)C(=O)CN2C(=O)NC3(CCCC3)C2=O)c1 | 10 | 21 | 1 | 5 | -1 | 1 | 0.3 | 3 | 19
6 | COc1ccc(CN(C)C(=O)c2cccc(S(=O)(=O)NCc3ccccc3)c2)cc1F | -3 | 4 | 1 | 2 | -9 | 1 | 0.3 | 7 | -19
7 | C=CCN1C(=O)c2ccc(C(=O)N3CCN(S(=O)(=O)c4ccc(C(C)C)cc4)CC3)cc2C1=O | 5 | -17 | 7 | -4 | -6 | 0 | 1.2 | 1 | 18
8 | O=S(=O)(NCC1(N2CCOCC2)CCCCC1)c1ccc(F)c(F)c1F | 0 | 14 | 1 | 4 | -21 | -1 | 0.2 | 13 | -13
9 | Cc1cc(C)c2c(=O)[nH]n(C3CCOC(C)(C)C3)c2n1 (stereo unspecified) | 4 | 8 | -1 | -1 | -1 | 0 | 2.4 | 0 | 12
10 | CCCCSc1ccc2nc(-c3ccc(C#N)cc3)cn2c1 | 4 | -3 | 5 | -12 | -1 | -4 | 0.1 | -12 | -8
11 | Cc1ccc(C)c(S(=O)(=O)NC(C)C(=O)Nc2ccc(-c3nc4ccccc4s3)cc2)c1 (stereo unspecified) | 0 | 0 | 0 | 0 | 7 | 1 | 5.4 | 9 | -4
12 | Cc1cc(NC(=O)CCC(=O)N(C2CC2)C(C(=O)NC(C)(C)C)c2ccccc2Cl)no1 (stereo unspecified) | -5 | 5 | 1 | 17 | -4 | -2 | -1.5 | -1 | 4
13 | Cc1ccc(Nc2nc(C(=O)N3CCC(C(=O)NC(C)C)CC3)cs2)cc1 | -8 | 12 | 3 | 12 | 24 | 7 | -0.8 | 8 | -8
14 | COc1ccc(C(=O)c2cc([N+](=O)[O-])ccc2N2CCCC2)cc1 | 3 | -13 | -2 | -9 | -2 | -7 | -6.8 | -5 | 24
15 | CC(C)CCn1c(N2CCOCC2)nc2c1c(=O)n(CC(N)=O)c(=O)n2C | 4 | 3 | 0 | 3 | 3 | 0 | 1.9 | 0 | -7
16 | CCCn1c(NCc2ccc(C)o2)nc2ccccc21 | 0 | 7 | 0 | 2 | 1 | 0 | -6.0 | 7 | 4
17 | CCc1nnc(NC(=O)CSc2nnc(Cc3cc(=O)[nH]c(=O)[nH]3)n2-c2cccc(OC)c2)s1 | 16 | 7 | 1 | -6 | 4 | -2 | -2.5 | -3 | -1
18 | CCOc1ccc2nc(NCCNC(=O)C(C)(C)C)c(C)cc2c1 | 6 | 8 | 3 | 7 | 1 | -2 | 0.3 | 4 | -10
19 | Cc1cc(C)n(-c2nc(NCCN(C)C)c3c4c(sc3n2)COC(C)(C)C4)n1 | -4 | 9 | 3 | 11 | 8 | -11 | 4.0 | 2 | -2
20 | Cc1c(NC(=S)NC(=O)c2ccco2)c(=O)n(-c2ccccc2)n1C | 6 | 4 | 2 | -2 | 1 | 0 | -0.5 | 2 | 20
21 | COc1cccc(C(=O)NCCN2CCN(c3ccccc3)CC2)c1 | 14 | 6 | 0 | -3 | -1 | -2 | -0.9 | 0 | 1
22 | CCN1C(=O)c2ccccc2S(=O)(=O)c2ccc(C(=O)NCCOC)cc21 | 3 | 6 | 1 | -1 | 5 | -2 | 5.3 | -1 | -4
23 | O=C1Cc2cc(S(=O)(=O)Nc3cccc(F)c3)ccc2N1 | 11 | -7 | 0 | -7 | 1 | 0 | 0.0 | -3 | 6
24 | CSc1ncnc2c1ncn2CCCNCC1CCCCC1 | 5 | 3 | 1 | -3 | -20 | 0 | -0.2 | 2 | 26
25 | CCOC(=O)c1sc(NC(=O)CSc2nnc(Cc3ccccc3)o2)c(C(=O)OCC)c1C | -5 | 0 | 1 | 5 | -7 | -5 | 3.2 | 7 | -10
26 | Cc1ccc(C2C3CN(C(C)C)CC=C3C(C#N)=C(N)C2(C#N)C#N)cc1 (stereo unspecified) | 8 | -18 | 1 | -4 | 3 | -9 | 46 | 6 | -24
27 | FC(F)(F)c1cccc(Cc2noc(CN3CCC(c4ccncc4)CC3)n2)c1 | 14 | -8 | 11 | -18 | -7 | 4 | -1.4 | -5 | 18
28 | CC1(C)OC(c2ccccc2)=C/C(=C/C=Nc2ccccc2)O1 | -4 | 3 | -1 | 2 | -4 | -5 | 4.4 | -7 | 7
29 | COc1nc(Oc2ccc(/C=N/O)cc2)nc(N(C)C)n1 | 3 | 1 | 0 | 1 | 4 | -1 | -0.9 | 6 | 12
30 | O=C(CNC(=O)c1ccco1)NCc1ccc2c(c1)OCO2 | 1 | 9 | 0 | -2 | 4 | 0 | -1.0 | 13 | 8
31 | C=CCN(CC=C)Cc1c(O)ccc2c(=O)c(-c3ccccc3)coc12 | -2 | 12 | 0 | 9 | 1 | -1 | -0.5 | 1 | 0
32 | CC1CN(CC(=O)NCc2ccc(F)cc2)CC(C)O1 (stereo unspecified) | 2 | 4 | 1 | 3 | -2 | -2 | 0.1 | -5 | 6
33 | CC1(C)CC(=O)C2=C(C1)OC(c1ccncc1)C(C#N)=C2N (stereo unspecified) | 3 | 8 | 0 | 5 | 5 | 1 | -0.6 | 10 | 9
34 | Cc1ccnc(NC(=O)c2cc3c(=O)oc4ccc(C)cc4c3s2)c1 | -9 | 0 | 0 | 6 | -3 | 0 | 3.5 | 8 | -2
35 | CCCCN(C(=O)CSc1nnc(-c2ccc(OC)cc2)n1CC)c1c(N)n(Cc2ccccc2)c(=O)[nH]c1=O | 9 | -4 | 0 | -4 | 6 | -3 | -0.8 | -6 | 9
36 | O=C(CSc1n[nH]c(=O)[nH]c1=O)NCC1CCCCC1 | 3 | 3 | 0 | -2 | -3 | 1 | -0.9 | 2 | -7
37 | COc1cccc(Nc2ncc(C#N)c(N)n2)c1 | 6 | 2 | 1 | 1 | -1 | 6 | -1.7 | 0 | -9
38 | COc1cc(C(=O)OCC(=O)N2CCN(C(C)=O)CC2)ccc1OCC(C)C | 5 | 7 | 0 | -3 | 21 | 1 | -1.9 | -2 | 25
39 | CC12CN3CC(C)(CN(C1)C3c1ccc(Cl)cc1Cl)C2O (stereo unspecified) | -1 | 5 | 0 | 0 | 5 | 0 | -0.9 | -1 | 7
40 | O=C(COC(=O)CCc1ccc(S(=O)(=O)N2CCOCC2)cc1)Nc1ccc(Cl)cn1 | 4 | -3 | 4 | -14 | 4 | -5 | -2.4 | -8 | 13
41 | S=c1[nH]nc(-c2ccc3ccccc3n2)n1-c1ccccc1 | -3 | 13 | 0 | 6 | -1 | 1 | -2.6 | 17 | -8
42 | O=C(O)C1=CC[C@@H](c2ccc(Cl)cc2)N(S(=O)(=O)c2ccc(Cl)cc2)[C@H]1c1ccccc1 | 8 | 6 | 1 | -6 | -2 | -2 | 1.1 | 5 | 12
43 | Cc1nn(Cc2nnc(SCC(=O)Nc3cccc(C(F)(F)F)c3)n2C)c(C)c1[N+](=O)[O-] | 8 | -4 | 3 | -10 | 2 | -4 | -0.5 | -5 | 3
44 | N#Cc1c2ccccc2nc2ccccc12 | 7 | 16 | 0 | 6 | 3 | 0 | 0.7 | 2 | 5
45 | CCOC(=O)CC1ON(C)C(=O)N1c1ccc([N+](=O)[O-])cc1 (stereo unspecified) | 3 | -2 | 2 | -6 | 2 | 1 | -0.9 | -1 | 24
46 | CCOC(=O)N1CCN(C(=O)c2csc3c2CCCCC3)CC1 | -3 | -4 | 0 | 1 | 3 | 2 | -1.2 | -2 | -12
47 | COc1ccc(CC(=O)Nc2ccc(-c3cn4ccccc4n3)cc2)cc1OC | 0 | 3 | 2 | -5 | 8 | 1 | -0.9 | 9 | 12
48 | O=C(N/N=C/c1sc(=O)[nH]c1-[n+]1ccccc1)c1ccccc1[O-] | 5 | 7 | 1 | 3 | -3 | 0 | 6.7 | 9 | 17
49 | O=c1[nH]c(-c2ccccn2)cc2ccccc12 | -2 | 7 | 1 | 2 | -3 | -2 | -0.6 | 1 | 1
50 | Cc1nc2ccccc2c(=O)n1/N=C/c1cn(-c2ccccc2)nc1-c1cccs1 | 0 | -1 | 3 | 1 | -2 | -4 | 0.1 | -6 | -6

The last 3 records of the section before lead into the next.
nr | compound | M5 antag | CHRM1 PAM | M4 ag | M5 PAM | M4 antag | CHRM5 agonist | CRFBP-R2 agonist | CHRM4 PAM | CRFR2-BP antag
48 | O=C(N/N=C/c1sc(=O)[nH]c1-[n+]1ccccc1)c1ccccc1[O-] | 5 | 7 | 1 | 3 | -3 | 0 | 6.7 | 9 | 17
49 | O=c1[nH]c(-c2ccccn2)cc2ccccc12 | -2 | 7 | 1 | 2 | -3 | -2 | -0.6 | 1 | 1
50 | Cc1nc2ccccc2c(=O)n1/N=C/c1cn(-c2ccccc2)nc1-c1cccs1 | 0 | -1 | 3 | 1 | -2 | -4 | 0.1 | -6 | -6
51 | Cn1nc(C(F)(F)F)c(-c2ccc(F)cc2)c1NC(=O)CSCC(=O)O | 3 | -6 | 2 | -8 | -19 | 2 | -2.0 | 21 | 9
52 | O=C(CCN1CCN(c2ccccc2)CC1)Nc1ccccc1F | 2 | 6 | 1 | -5 | -4 | -2 | 0.3 | 3 | 2
53 | O=C1C2C3C=CC(C3)C2C(=O)N1CCC(=O)N1CCc2ccccc21 (stereo unspecified) | 4 | 11 | 2 | -7 | 0 | -3 | 0.2 | 8 | -1
54 | COc1cc2c(=O)n(CCCN3CCOCC3)c(=S)[nH]c2c(OC)c1OC | -4 | 4 | 1 | 6 | 2 | -5 | -0.1 | 17 | 5
55 | COc1cccc(C(C(=O)NC2CCCC2)N(Cc2cccnc2)C(=O)Cc2cccs2)c1 (stereo unspecified) | 6 | -7 | 3 | -4 | -3 | -2 | -0.9 | -1 | 4
56 | N/C(Cc1ccc(Cl)cc1Cl)=N\OC(=O)Cc1cccs1 | 1 | 1 | -2 | 0 | 3 | -4 | -1.0 | -23 | 19
57 | CCCOc1cccc(C(=O)NC(=S)Nc2cccc(NC(=O)c3ccccc3Cl)c2)c1 | 8 | 7 | 1 | -5 | -5 | 0 | 7.2 | 4 | 2
58 | COc1ccc(-c2nc3ccccc3c(=O)n2O)cc1 | 2 | 10 | 0 | 9 | -1 | -6 | -4.8 | 6 | -10
59 | CC(=O)c1ccc(NC(=O)CCn2c(=O)oc3ccccc32)cc1 | 1 | 3 | 2 | -3 | 0 | 1 | -3.5 | -2 | 10
60 | C=CCNC(=O)COC(=O)COc1ccc(Cl)cc1 | 10 | 1 | 0 | 0 | 3 | -4 | -0.1 | -7 | 9
61 | COC(=O)C[C@H]1c2cc(C(F)(F)F)ccc2S(=O)(=O)N1Cc1ccccc1OC | 4 | 7 | 2 | 1 | 0 | -4 | 0.6 | 3 | 2
